# Screens as filed in PubChem.
# Pf Dd2 inh = inhibitors of Plasmodium falciparum Dd2 growth; actives 2.3% (n = 94,000); AID 1159554; activity change, % at 10 µM; P. falciparum Dd2 growth, SYBR Green, 72 h; active compounds read low; in the data active means activity change below about -80%
# T cruzi growth = blocks T. cruzi growth in NIH3T3 culture | T. cruzi beta-gal in NIH3T3, GalScreen luminescence, 90 h | inhibition, % at 8.34 µM | actives 5.9% (n = 77,000) | AID 624255;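 active means mean inhibition above about 93%, with at least 55% of replicates each passing it, limit read from the data, passing the limit was not always enough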
# C diff HTS = C. difficile growth inhibition. Clostridium difficile clinical isolate growth, OD600, 24 h; active compounds read low. growth activity, negative = inhibition, % at 16 µg/mL (by protocol). actives 0.25% (n = 86,000);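 active means mean growth activity at or below -80% and every replicate also at or below -80%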;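 further: 0% = DMSO wells and -100% = levofloxacin 16 µg/mL wells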
# KDM4C inh = inhibitors of human demethylase GASC-1 KDM4C | inhibition, % at 12.5 µM | GST-KDM4C 2-372, H3K9me3 peptide, LANCE TR-FRET | AID 720574 | Q9H3R0 | actives 0.15% (n = 96,000);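 active means mean replicate inhibition above about 25%, with at least 55% of replicates also reaching it, limit read from the data, passing the limit was not always enough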
# Target sequence (Q9H3R0 2-372 limits assumed): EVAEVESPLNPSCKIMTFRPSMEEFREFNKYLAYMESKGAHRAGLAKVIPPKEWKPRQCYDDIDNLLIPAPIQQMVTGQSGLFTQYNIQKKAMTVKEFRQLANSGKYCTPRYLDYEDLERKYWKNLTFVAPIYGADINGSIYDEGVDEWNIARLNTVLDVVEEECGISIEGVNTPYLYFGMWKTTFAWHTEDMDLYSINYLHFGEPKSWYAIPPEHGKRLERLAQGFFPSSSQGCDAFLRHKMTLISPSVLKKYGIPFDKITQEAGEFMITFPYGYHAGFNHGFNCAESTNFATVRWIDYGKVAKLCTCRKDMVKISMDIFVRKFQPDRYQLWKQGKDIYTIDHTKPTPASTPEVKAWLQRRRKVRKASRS
#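 Test system: N-terminal GST-fused human GASC-1 (KDM4C) fragment, residues 2-372; quantity: GASC-1 enzyme at 10 nM final in reaction; dosing: single dose; schedule: 30 min demethylation and 1 h detection at room temperature; signal: LANCE TR-FRET, excitation 340 nm, emissions 618 and 671 nm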
# The depositor's hits bear a star; x = no result given; & = joins results of further samples. The order is random. Share with any hit: about 6.8%.
# Order of results – Pf Dd2 inh, T cruzi growth, C diff HTS, KDM4C inh
C[C@@H]1CN([C@H](C)CO)C(=O)c2cc(NC(=O)Cn3cnnn3)ccc2O[C@@H]1CN(C)S(=O)(=O)c1ccc(F)cc1
 : -1.1, -3.9, -1.3, -0.3
C[C@@H]1CN([C@@H](C)CO)S(=O)(=O)c2ccc(C#Cc3cccc(F)c3)cc2O[C@@H]1CN(C)C(=O)CN1CCOCC1
 : -46.3, 53.4, -4.3, 0.8
O=C(c1cccnc1)N1CCCCN2[C@@H](CO)[C@H](c3ccc(C#Cc4ccccn4)cc3)[C@@H]2C1
 : 8.6, 86.2, 4.0, -0.1
CS(=O)(=O)N1CCCCN2[C@H](CO)[C@H](c3ccc(Br)cc3)[C@H]2C1
 : -26.8, -3.9, 1.1, 0.0
O=C(NC1CCCC1)N1CCCCN2[C@@H](CO)[C@H](c3ccc(/C=C/c4ccccc4)cc3)[C@@H]2C1
 : -23.9, 56.0, -0.6, -2.0
O=C(C[C@@H]1C=C[C@@H](NC(=O)CC2CC2)[C@H](CO)O1)NCc1ccc(-c2ccccc2)cc1
 : 4.1, -3.2, x, -0.4
CCCNC(=O)C[C@H]1C[C@@H]2c3cc(NC(=O)NC4CCCCC4)ccc3O[C@@H]2[C@H](CO)O1
 : 9.6, -22.5, -3.6, -3.7
C[C@H](CO)N1C[C@H](C)[C@H](CN(C)Cc2ccncc2)Oc2ncc(C#Cc3ccccn3)cc2C1=O
 : 18.1, 52.2, -2.0, 2.6
COCC(=O)Nc1ccc2c(c1)C(=O)N(C)C[C@H](OC)[C@@H](C)CN(Cc1ccncc1)[C@@H](C)CO2
 : 17.2, 28.7, x, -2.4
C[C@H](CO)N1C[C@H](C)[C@H](CN(C)C(=O)CN(C)C)Oc2ncc(-c3ccccc3F)cc2C1=O
 : 15.4, 25.5, 0.1, 1.3
C[C@H](CO)N1C[C@H](C)[C@H](CN(C)Cc2ccncc2)Oc2ncc(-c3cccc(F)c3)cc2C1=O
 : 30.2&-4.4, 39.8&20.1, -1.9&-6.7, -2.1
CCCC(=O)Nc1ccc2c(c1)OC[C@H](C)N(CC1CCOCC1)C[C@@H](C)[C@@H](OC)CN(C)C2=O
 : -12.7, 15.6, 0.1, 4.1
C[C@H]1CN([C@@H](C)CO)C(=O)Cc2cc(NC(=O)Nc3cccc4ccccc34)ccc2O[C@H]1CN(C)CC1CCCCC1
 : -4.9, 52.9, 5.8, -4.3
NCC[C@H]1CC[C@H](NC(=O)C2CCCCC2)[C@H](CO)O1
 : -18.6, x, 2.6, 2.4
Cc1ccc(S(=O)(=O)N(C)C[C@H]2Oc3c(NC(=O)c4cc(C)nn4C)cccc3C(=O)N([C@H](C)CO)C[C@H]2C)cc1
 : 5.4, 21.2, -1.6, -0.7
O=C(C[C@@H]1CC[C@H]2[C@@H](COC[C@H](O)CN2C(=O)c2cnccn2)O1)NCc1ccc(F)cc1
 : x, 9.0, -0.6&-16.2, 0.7
CCCNC(=O)N[C@H]1CC[C@H](CCn2cc(C3CC3)nn2)O[C@H]1CO
 : 3.9, x, 3.9, -1.2
COc1ccc2c3c([nH]c2c1)[C@H](CO)N(Cc1ccccn1)CC31CCN(Cc2cccc(F)c2)CC1
 : -78.3, x, 5.9, 3.2
Cc1ccc(S(=O)(=O)N(C)C[C@H]2Oc3ccc(NC(=O)NC4CCCCC4)cc3CC(=O)N([C@H](C)CO)C[C@H]2C)cc1
 : -11.1, -2.4, 1.4, -0.9
C[C@@H]1CN([C@H](C)CO)C(=O)c2cc(NC(=O)Nc3ccc(C(F)(F)F)cc3)ccc2O[C@H]1CN(C)Cc1ccc2c(c1)OCO2
 : 18.6, -8.3, 0.8, 1.0

# Continued.
# Order of results – Pf Dd2 inh, T cruzi growth, C diff HTS, KDM4C inh
CN(C)CC(=O)Nc1ccc2c(c1)[C@@H]1C[C@H](CC(=O)NCc3cccc(F)c3)O[C@H](CO)[C@@H]1O2
 : 21.1, 9.5, -0.3, 0.5
C[C@@H]1CN([C@H](C)CO)C(=O)c2cccc(NS(=O)(=O)c3cccs3)c2O[C@H]1CN(C)Cc1ccc(C(=O)Nc2ccccc2N)cc1
 : -69.8, x, 1.6, -1.1
C[C@H](CO)N1C[C@H](C)[C@@H](CN(C)Cc2ccc(-c3ccccc3)cc2)Oc2ccc(NS(=O)(=O)c3ccc(Cl)cc3)cc2CC1=O
 : -60.7, 31.2, x, -1.6
C[C@H](NC(=O)[C@H]1[C@H](CO)[C@H]2Cn3c(ccc(C4=CCCC4)c3=O)[C@@H]1N2C(=O)C1CC1)c1ccccc1
 : -7.3, x, 1.1, 0.8
CO[C@@H]1CN(C)C(=O)c2cc(NC(C)=O)ccc2OC[C@@H](C)N(C(=O)CN(C)C)C[C@H]1C
 : x, 17.4, 0.7, 1.4
Cc1noc(C)c1NC(=O)Nc1ccc2c(c1)C(=O)N([C@@H](C)CO)C[C@H](C)[C@H](CN(C)S(=O)(=O)c1ccc(F)cc1)OCCCC[C@@H](C)O2
 : -31.5, -2.2, 7.5, 0.6
CCCNC(=O)[C@@H]1[C@@H](CO)[C@@H]2Cn3c(ccc(-c4ccccc4F)c3=O)[C@@H]2N1C
 : 14.6, x, -8.8, 7.1
C[C@H]1CN([C@@H](C)CO)C(=O)c2cc(NS(=O)(=O)c3ccc(Cl)cc3)ccc2O[C@H]1CN(C)C
 : -25.0, x, 9.9, 1.2
COc1ccccc1S(=O)(=O)N(C)C[C@H]1Oc2cc(Br)ccc2S(=O)(=O)N([C@@H](C)CO)C[C@H]1C
 : 4.5, x, 6.5, 0.5
O=C([C@@H]1[C@@H](CO)[C@@H]2Cn3c(cccc3=O)[C@H]1N2C(=O)c1ccccc1)N1CCCCC1
 : 13.8, 86.9, -1.1, -0.7
Cc1noc(C)c1NC(=O)N(C)C[C@H]1Oc2ccc(NC(=O)C3CC3)cc2CC(=O)N([C@@H](C)CO)C[C@@H]1C
 : 15.7, 21.9, -2.2, -0.5
Cc1cc(C(=O)Nc2cccc3c2O[C@@H](CN(C)Cc2ccc(C(F)(F)F)cc2)[C@H](C)CN([C@H](C)CO)C3=O)n(C)n1
 : -42.0, 56.0, 0.7, -1.4
O=C(C[C@@H]1CC[C@H]2[C@@H](COC[C@H](O)CN2C(=O)Nc2ccc(Cl)c(Cl)c2)O1)NCc1ccc(F)cc1
 : 8.0, 14.8, -83.7*, -1.5
O=C(C[C@H]1CC[C@H]2[C@@H](COC[C@H](O)CN2C(=O)c2ccccc2F)O1)N1CCCCC1
 : 16.7, 16.8, x, 0.5
C[C@@H]1CN([C@@H](C)CO)S(=O)(=O)c2ccc(C#CCN(C)C)cc2O[C@@H]1CN(C)S(=O)(=O)c1cccc(F)c1
 : -25.8, x, 10.3, 1.4
CC(=O)N1[C@H](CO)[C@@H](c2ccccc2)[C@@H]1CN(CC1CCC1)C(=O)CC1CC1
 : 11.4, -18.0, -3.9, -2.2
O=C(C[C@@H]1CC[C@H]2[C@@H](COC[C@H](O)CN2C(=O)Nc2ccc(F)cc2)O1)NCC1CC1
 : -2.7, x, 29.0&3.7, -2.4
C[C@@H]1CCCCO[C@@H](CN(C)Cc2ccc(C(=O)O)cc2)[C@@H](C)CN([C@@H](C)CO)C(=O)c2cc(NC(=O)Cc3ccccc3)ccc2O1
 : -29.0, 39.0, 1.3, 1.0
C[C@H](CO)N1C[C@H](C)[C@@H](CN(C)Cc2ccc(Oc3ccccc3)cc2)Oc2ncc(-c3cncnc3)cc2C1=O
 : -32.9, x, x, -1.0
N#Cc1ccc(-c2ccc3c(c2)[C@H]2[C@H](CCN2S(=O)(=O)c2ccccc2F)[C@@H](CO)N3)cc1
 : 1.0, 19.3, 1.0, -0.9

# More entries:
# Order of results – Pf Dd2 inh, T cruzi growth, C diff HTS, KDM4C inh
N#C[C@@H]1[C@H](c2ccccc2)[C@@H](CO)N1C(=O)CCN1CCCCC1
 : 4.7, -46.1, -4.8, 0.9
C[C@H]1CN([C@@H](C)CO)C(=O)c2cc(NC(=O)Nc3ccc(C(F)(F)F)cc3)ccc2O[C@H]1CN(C)Cc1ccc(C(=O)O)cc1
 : -16.1, -42.2, x, 7.8
C[C@@H]1CN([C@@H](C)CO)C(=O)c2cc(C3=CCCC3)cnc2O[C@@H]1CN(C)S(=O)(=O)c1cn(C)cn1
 : 55.3, 82.6, -1.7, 2.0
COCC(=O)Nc1ccc2c(c1)C(=O)N(C)C[C@H](OC)[C@H](C)CN(C(=O)Cc1ccccn1)[C@@H](C)CO2
 : 16.6, -37.1, x, 0.0
O=C(NCC[C@H]1CC[C@H](NC(=O)C2CCCC2)[C@H](CO)O1)c1cnccn1
 : -4.9, x, -0.5, 0.4
C[C@@H]1CN([C@@H](C)CO)C(=O)c2cc(NC(=O)Nc3cccc4ccccc34)ccc2O[C@@H]1CN(C)Cc1ccc2c(c1)OCO2
 : -35.9, 13.6, 19.1, -0.8
O=C(Nc1ccccc1F)N1CC(=O)N2[C@H](C1)[C@@H](c1ccc(C#CC3CC3)cc1)[C@@H]2CO
 : -5.0, x, 7.4, 1.6
C[C@H](CO)N1C[C@H](C)[C@@H](CN(C)C(=O)C2CCCCC2)Oc2ncc(C#Cc3ccccc3F)cc2C1=O
 : -50.4, x, 1.7, -2.1
C[C@@H]1CCCCO[C@@H](CN(C)S(=O)(=O)c2cccs2)[C@@H](C)CN([C@@H](C)CO)C(=O)c2cc(NC(=O)CCCN(C)C)ccc2O1
 : -4.0, 59.2, -4.3, 2.4
COc1ccccc1CNC(=O)C[C@@H]1C[C@@H]2c3cc(NC(=O)c4ccc5c(c4)OCO5)ccc3O[C@@H]2[C@H](CO)O1
 : -29.8, 10.7, -6.1, -0.9
C[C@@H]1CN([C@H](C)CO)C(=O)c2cc(C#CC3(O)CCCC3)cnc2O[C@@H]1CN(C)Cc1ccccc1
 : 33.8, 32.0, 1.4, 0.0
COCC(=O)Nc1ccc2c(c1)C(=O)N(C)C[C@@H](OC)[C@H](C)CN(C(=O)c1cnccn1)[C@@H](C)CO2
 : 13.3, 12.4, -6.1, -1.2
C[C@@H]1CN([C@@H](C)CO)C(=O)c2cc(NC(=O)Nc3cccc4ccccc34)ccc2O[C@@H](C)CCCCO[C@@H]1CN(C)C(=O)c1ccccc1
 : -44.1, -3.0, -2.3, 4.0
O=C(C[C@@H]1C[C@@H]2c3cc(NC(=O)c4cccnc4)ccc3O[C@@H]2[C@@H](CO)O1)NCc1cc(F)ccc1F
 : 11.2, 24.3, -5.4, -0.9
C[C@@H]1CN([C@@H](C)CO)C(=O)c2cc(NC(=O)NC3CCCCC3)ccc2O[C@@H](C)CCCCO[C@H]1CN(C)C(=O)Nc1ccc2c(c1)OCO2
 : -46.4, 52.7, -4.3, -2.6
Cc1cc(C(=O)Nc2cccc3c2O[C@H](CN(C)Cc2ccc(-c4ccccc4)cc2)[C@@H](C)CN([C@@H](C)CO)C3=O)n(C)n1
 : -64.2, 101.0, 42.0, 12.5
CCCNC(=O)C[C@@H]1CC[C@@H]2[C@@H](COc3ccc(NC(=O)Nc4cccc(C)c4)cc3C(=O)N2C)O1
 : -1.6, 46.2, -3.6, -1.6
CN(C)C(=O)c1ccc(-c2ccc(C3[C@H]4CNC[C@@H]3N4C(=O)Nc3cccc(Cl)c3)cc2)cc1 (stereo partly drawn)
 : 37.3, x, -2.7, -1.3
O=C1CN(S(=O)(=O)Cc2ccccc2)C[C@H]2[C@H](c3ccc(C#Cc4ccc(F)cc4)cc3)[C@@H](CO)N12
 : 1.8, x, -0.5, -1.8
C[C@@H]1CCCCO[C@H](CN(C)Cc2ccc3c(c2)OCO3)[C@@H](C)CN([C@H](C)CO)C(=O)c2cc(NS(C)(=O)=O)ccc2O1
 : -18.7, 64.9, 4.7, -0.9

# Results in Pf Dd2 inh, T cruzi growth and KDM4C inh, for two of the compounds above:
Structure	Pf Dd2 inh	T cruzi growth	KDM4C inh
C[C@@H]1CN([C@H](C)CO)C(=O)c2cc(C#CC3(O)CCCC3)cnc2O[C@@H]1CN(C)Cc1ccccc1	33.8	32.0	0.0
COCC(=O)Nc1ccc2c(c1)C(=O)N(C)C[C@@H](OC)[C@H](C)CN(C(=O)c1cnccn1)[C@@H](C)CO2	13.3	12.4	-1.2

# New compounds follow:
# Order of results – Pf Dd2 inh, T cruzi growth, C diff HTS, KDM4C inh
Cc1ccc(S(=O)(=O)N[C@@H]2CC[C@@H](CC(=O)NCc3ccccc3F)O[C@@H]2CO)cc1
 : -9.5, 23.9, 4.1, -0.6
N#C[C@@H]1[C@H](c2ccccc2/C=C/c2ccccc2)[C@H](CO)N1S(=O)(=O)c1ccc(F)cc1
 : -90.8*, x, 90.7, 0.2
CCNC(=O)C[C@@H]1CC[C@@H]2[C@H](COC[C@H](O)CN2Cc2ccccc2F)O1
 : 12.0, -50.7, x, 0.3
O=S(=O)(c1cccc(F)c1)N1CC[C@H]2[C@H](CO)Nc3ccc(-c4cccc(F)c4)cc3[C@H]21
 : 3.2, 16.0, -1.7, -0.4
C[C@H](CO)N1C[C@H](C)[C@H](CN(C)C(=O)Nc2ccccc2)Oc2c(NC(=O)c3ccc(-c4nccs4)cc3)cccc2C1=O
 : -1.7, 24.3, -4.2, -1.5
CCCN(C)C[C@H]1Oc2cc(/C=C/c3ccccc3)ccc2S(=O)(=O)N([C@@H](C)CO)C[C@H]1C
 : -32.5, x, -10.3, -2.9
C[C@@H]1CN([C@H](C)CO)C(=O)c2cccc(NC(=O)Nc3ccccc3)c2O[C@@H]1CN(C)S(=O)(=O)c1cn(C)cn1
 : -6.4, 30.8, 0.5, 2.0
